CHX counter: counter-screen for Shiga toxin inhibitors: cycloheximide protein synthesis inhibition. cell reporter, cycloheximide protein synthesis inhibition counterscreen. max response, %. 300,000 tested, 12% active. AID 2314; in the data active = max response mostly above about 13%, no sharp cut-off; inactive = mostly below about 14%; also: read at 38.3 µM for the half of the compounds with a filed dose; 0% is about no effect
AmpC inh no detg: AmpC beta-lactamase inhibition without detergent; Potency, µM (highest dose often 57.1 µM), for inactives: at the top dose activity change, negative = inhibition, usual class: inhibitors; AID 485341; AmpC nitrocefin hydrolysis, absorbance 480 nm, 0.0001% Triton; 330,000 tested, 0.52% active;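 also: potency is read from the fitted curve at half-maximal effect; plate controls were no compound for no effect and no enzyme for full effect; nearly all actives have a fitted effect of over 20% in size; some results filed as inactive show a strong effect at the top dose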
Target sequence (P00811 whole entry, looked up): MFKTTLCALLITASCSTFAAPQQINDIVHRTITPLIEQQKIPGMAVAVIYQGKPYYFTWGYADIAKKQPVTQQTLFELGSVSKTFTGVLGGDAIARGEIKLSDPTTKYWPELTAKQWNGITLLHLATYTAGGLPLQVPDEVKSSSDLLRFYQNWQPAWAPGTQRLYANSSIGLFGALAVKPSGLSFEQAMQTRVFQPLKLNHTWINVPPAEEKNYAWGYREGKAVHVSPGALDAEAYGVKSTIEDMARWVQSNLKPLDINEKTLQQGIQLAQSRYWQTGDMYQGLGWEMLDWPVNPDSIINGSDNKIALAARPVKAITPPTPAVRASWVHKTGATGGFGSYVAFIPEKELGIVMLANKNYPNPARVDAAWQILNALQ
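20 mM phosphate pH 7.0 + 0.01% (detergent screen) or 0.0001% Triton X-100; 5.3 nM AmpC reagent; cpd preinc 15 min RT; nitrocefin (800 uM stock) to start; A480 q20 s × 4 min; Activity was normalised to no-enzyme and no-compound control wells.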
AMA1-RON2 inh: disrupts binding of P. falciparum AMA1 to RON2; AlphaScreen AMA1-biotinylated RON2 peptide binding; Potency, µM (titrated, usually from 58.2 µM), inactives show at the top dose activity change, negative = inhibition, hits mostly inhibitors; 360,000 tested, 0.2% active; AID 720542;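 also: potency is read from the fitted curve at half-maximal effect; 0% = vehicle wells and -100% = peptide control; nearly all actives have a fitted effect of over 45% in size; some results filed as inactive show a strong effect at the top dose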
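AMA1 (3D7) with his tag at 25 nM final met compounds first, then biotinylated RON2 peptide at 25 nM; detection used donor plus acceptor beads, 10 µg/mL apiece, read by AlphaScreen after 30 min at room temperature.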
Shiga inhibitor: inhibitors of Shiga toxin in Vero cells; 290,000 tested, 9.2% active; AID 2315; Vero cells, Shiga toxin protein synthesis inhibition reporter; inhibition, % at 38.7 µM; in the data active = inhibition mostly above about 28%, no sharp cut-off; inactive = mostly below about 43%; also: 0% is about no effect
AmpC inh detg: AmpC beta-lactamase inhibition with detergent present; AID 485294; AmpC hydrolysis of nitrocefin, absorbance 480 nm, 0.01% Triton; P00811; Potency, µM (highest dose often 114 µM), for inactives: at the highest dose activity change, negative = inhibition, most hits filed as inhibitors; 370,000 tested, 0.041% active;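 also: potency is read from the fitted curve at half-maximal effect; 0% = no-compound wells and -100% = no-enzyme wells; nearly all actives have a fitted effect of over 25% in size; some results filed as inactive show a strong effect at the top dose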
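20 mM phosphate pH 7.0 + 0.01% (detergent screen) or 0.0001% Triton X-100; 5.3 nM AmpC reagent; cpd preinc 15 min RT; nitrocefin (800 uM stock) to start; A480 q20 s × 4 min; Activity was normalised to no-enzyme and no-compound control wells.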
HCMV antiviral: human cytomegalovirus inhibition; activity change, negative = inhibition, % at 57.5 µM; AID 1259415; HFF cells, HCMV-luciferase reporter, 72 h; active compounds read low; 410,000 tested, 4.5% active; in the data active = activity change below about -60%; inconclusive = no clear call, values can overlap the other calls; inactive = above about -39%; also: % is scaled to controls: 0 for no effect and ±100 for the full control effect
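Two-dose cell screen: HFF monolayers treated with compounds and infected with luciferase-expressing HCMV at 1 PFU/cell, 72 h at 37C, then lysed for luciferase measurement.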
Giardia FBPA inh: blocks Giardia fructose-bisphosphate aldolase activity; purified Giardia FBPA; A8B2U2; 290,000 tested, 0.71% active; AID 2451; Potency, µM (series often up to 59.6 µM), inactives show at the highest dose activity, negative = inhibition, hits mostly inhibitors; also: potency is read from the fitted curve at half-maximal effect; % is scaled to controls: 0 for no effect and ±100 for the full control effect; nearly all actives have a fitted effect of over 55% in size
Target sequence (A8B2U2 whole entry, looked up): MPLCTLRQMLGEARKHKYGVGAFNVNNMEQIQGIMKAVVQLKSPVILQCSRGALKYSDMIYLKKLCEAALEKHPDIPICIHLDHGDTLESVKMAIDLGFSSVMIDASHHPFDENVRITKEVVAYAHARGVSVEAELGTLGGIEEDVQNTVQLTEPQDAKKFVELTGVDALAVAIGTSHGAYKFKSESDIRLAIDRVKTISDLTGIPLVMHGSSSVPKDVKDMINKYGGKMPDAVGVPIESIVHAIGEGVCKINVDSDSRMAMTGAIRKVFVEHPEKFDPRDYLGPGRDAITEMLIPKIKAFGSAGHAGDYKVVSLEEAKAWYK
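40 nM FBPA preincubated 10 min at RT with compound (up to 57.5 uM final), then substrate plus GAPDH/TPI/NAD/arsenate coupling and diaphorase/resazurin added. Fluorescence read after 20 min at RT, 525/598 nm.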
* hit, by the source's call; ? = inconclusive; nt = no result given; & = joins results of further samples; [ ] = another dose, or the depositor's remark. Unless noted, calls follow the shape of the dose curve; as a rule, active = well fitted curve in the direction sought with a large enough effect; inconclusive = small, poorly fitted or top-dose-only effect, or another doubt; inactive = no such curve, though single readings can be large; an effect the other way counts as inactive or inconclusive.

SMILES	CHX counter	AmpC inh no detg	AMA1-RON2 inh	Shiga inhibitor	AmpC inh detg	HCMV antiviral	Giardia FBPA inh
Cc1cccc(C)c1NS(=O)(=O)c1ccc2c(c1)C(=O)c1ccccc1C2=O	-3	-27%	0%	-9	-7%	-22	-22%
Cc1cccc(C(=O)Nc2ccccc2N2CCN(c3ccc(F)cc3)CC2)c1	0	-25%	19%	-4	0%	0	4%
CC(C)CN(C(=O)CSc1nncn1-c1ccccc1)c1c(N)n(CC(C)C)c(=O)[nH]c1=O	-4	90%[activator]	-6%	-3	-14%	-11	6%
O=C(COc1ccccc1)Nc1ccccc1N1CCN(c2ccc(F)cc2)CC1	2	-40%	-13%	3	-19%	11	-2%
CCOc1ccc(S(=O)(=O)N2CCOCC2)cc1NC(=O)c1ccccc1F	-5	-20%	0%	-7	3%	?	nt
Cc1cccc(OCc2nc(-c3ccc(Br)o3)no2)c1	13	-17%	12%	92*	1%	7	5%
CC(Sc1n[nH]c(N)n1)C(=O)Nc1ccc(Cl)cn1 (stereo unspecified)	4	-15%	14%	-5	-8%	-12	1%
Cc1ccccc1NC(=S)N(C)C1(c2ccccc2Cl)CCCCC1=O (stereo unspecified)	-4	-20%	0%	-18	-8%	9	-4%
CCCCn1c(N)c(N(CC(C)C)C(=O)c2cccc(S(=O)(=O)N3CCCCCC3)c2)c(=O)[nH]c1=O	-1	-26%	0%	-3	?	-39	1%
CCOC(=O)N1CCN(C(=O)c2ccc(N(C)S(=O)(=O)c3ccc(C)cc3)cc2)CC1	-2	147%[activator]	-15%	-6	9%	-19	nt
CCOc1ncccc1C(=O)Nc1cc(S(=O)(=O)N2CCCCC2)ccc1Cl	nt	-10%	-16%	nt	3%	?	nt
O=C(Nc1nc(-c2ccc(S(=O)(=O)N3CCOCC3)cc2)cs1)c1ccccc1	-2	8%	-15%&-4%	-9	0%	-91*	nt

Next part (5 carried over from the part before).
SMILES	CHX counter	AmpC inh no detg	AMA1-RON2 inh	Shiga inhibitor	AmpC inh detg	HCMV antiviral	Giardia FBPA inh
Cc1ccccc1NC(=S)N(C)C1(c2ccccc2Cl)CCCCC1=O (stereo unspecified)	-4	-20%	0%	-18	-8%	9	-4%
CCCCn1c(N)c(N(CC(C)C)C(=O)c2cccc(S(=O)(=O)N3CCCCCC3)c2)c(=O)[nH]c1=O	-1	-26%	0%	-3	?	-39	1%
CCOC(=O)N1CCN(C(=O)c2ccc(N(C)S(=O)(=O)c3ccc(C)cc3)cc2)CC1	-2	147%[activator]	-15%	-6	9%	-19	nt
CCOc1ncccc1C(=O)Nc1cc(S(=O)(=O)N2CCCCC2)ccc1Cl	nt	-10%	-16%	nt	3%	?	nt
O=C(Nc1nc(-c2ccc(S(=O)(=O)N3CCOCC3)cc2)cs1)c1ccccc1	-2	8%	-15%&-4%	-9	0%	-91*	nt
O=C(Cc1ccc(Cl)cc1)N1CCN(C(=O)c2ccco2)CC1	-1	-8%	-19%	-4	3%	29	5%
O=C(COC(=O)/C=C/c1ccccc1)Nc1cccnc1Cl	nt	?	-4%	nt	?	-16	nt
COC(=O)C1C(O)=C(C(C)=N)C(=O)CC1(C)C (stereo unspecified)	2	-23%	0%	-5	2%	-10	1%
CC(C)c1ccc(N(C(=O)c2ccc3c(c2)OCO3)C2C=CS(=O)(=O)C2)cc1 (stereo unspecified)	-1	23%	-7%	-7	-6%	0	nt
Cc1ccc(NC(=O)C2Oc3ccccc3OC2C)cc1 (stereo unspecified)	15*	-16%	-1%	19	3%	0	5%
CSCCC(NC(=O)OCc1ccccc1)C(=O)O (stereo unspecified)	-2	-19%	-13%	-1	-1%	-2	0%
COC(OC)c1nc(SCC(=O)Nc2cccc(Cl)c2)ncc1C(=O)O	-1	-19%	-3%	3	-11%	-5	11%
CCCCN(C)Cc1c(C)[nH]c2c(Cl)cccc2c1=O	-2	-19%	0%	-6	6%	9	-6%
O=C(OCCOc1cccc(Cl)c1)c1cc(S(=O)(=O)N2CCCCC2)ccc1N1CCOCC1	nt	?	6%	nt	?	-88*	nt
CCN(CC)c1ccc(C(=O)NNC(=O)c2cccn2C)cc1	nt	-14%	0%	nt	?	26	nt
O=C1COc2ccc(S(=O)(=O)N3CCCCCC3)cc2N1	-11	-26%	-4%	-7	-1%	36	nt
O=C(NC1CCCC1)c1cc(=O)[nH]c2ccccc12	10	-7%	0%	23	-14%	24	1%
Cc1nc(N2CCOCC2)nc(OCCN2CCOCC2)c1[N+](=O)[O-]	-2	-1%	9%	-7	?	-10	5%
Cc1ccc(CC(=O)Nc2ccc(F)c([N+](=O)[O-])c2)cc1C	8	-23%[11.4 µM]	-5%	2	?	?	-3%
COc1ccc(/C=C2\C(=O)ON=C2c2ccccc2)cc1	15	-27%	-18%	18	-17%	0	-8%
C=C(C)C(=O)N1CC2(CC(c3cccc(NC(=O)/C=C\C=C/C)c3)=NO2)C[C@H]1C(N)=O (stereo partly specified)	-3	26%	-26%	-3	-8%	-35	-5%
CSc1ccccc1C(=O)N1CCCC(CCC(=O)NCc2ccc(F)c(F)c2)C1 (stereo unspecified)	7	102%[activator]	1%	2	?	24	-2%
CC(C)[C@H](NC(=O)N1CC(=O)Nc2ccccc21)C(=O)N[C@H](Cc1c[nH]c2ccccc12)C(=O)O	-3	-9%	9%	8	-12%	5	9%
Cc1nc(C)c(NC(=O)N2CCc3ccccc32)cc1NC(=O)N1CCc2ccccc21	-3	45%	-1%	3	?	-16	-11%
CC1=C(C)CC(C(=O)NCc2cccc(Cl)c2)C(C(=O)O)C1 (stereo unspecified)	-3	-9%	nt	-15	-10%	6	0%
CCOc1ccc(C(=O)CC(=O)C(=O)NCCc2ccc(OC)c(OC)c2)cc1	11	28%	28%	-2	2%	9	-19%
CN1CCN(c2nc(-c3ccccc3)nc3c2oc2ccccc23)CC1	1	-10%	-5%	-16	-8%	-8	2%
O=C(COc1ccccc1[N+](=O)[O-])N1CCN(c2ccccn2)CC1	nt	0%	12%	nt	?	-15	nt
CNc1oc(Cc2cccc3ccccc23)nc1C#N	2	-23%	-3%	-7	-6%	-23	7%
CCNC(=O)/C(C#N)=C/c1c(N2CCOCC2)nc2ccccn2c1=O	-4	-48%	-2%	-17	?	-1	1%
CCS(=O)(=O)C1=NN2C(=N)/C(=C\c3ccc(OC(=O)c4ccco4)c(Br)c3)C(=O)N=C2S1	20	-44%	nt	9	2%	nt	-11%
Cc1ccc(N2C(=O)CSC2c2cccnc2)cc1F (stereo unspecified)	-4	-16%	-7%	-16	4%	60	-3%
CC(C)CCN1CCN(Cc2ccoc2)CC1CCO (stereo unspecified)	1	-17%	3%	4	-6%	0	-5%
CCc1cc(C=NC2CCCCC2)c(O)s1	66*	-15%	-17%	119*	-1%	18	1%
CN1C(=O)CC(Sc2ncccc2C(=O)O)C1=O (stereo unspecified)	-8	-5%	33%[activator]	10	-10%	-34	-4%
Cc1ccccc1OCc1nnc(SCC(=O)Nc2ccc(N3CCOCC3)cc2)n1C	-4	6%	3%	4	-7%	-24	8%
COc1ccccc1C(=O)NNC(=O)c1ccc(Cl)cc1	17*	-4%	59%[activator]	21	8%	-17	-6%
CCC(Oc1ccccc1F)C(=O)NCCN1CCOCC1 (stereo unspecified)	-3	-11%	9%	-5	-5%	19	1%
O=S(=O)(NCC(c1ccc2c(c1)OCO2)N1CCOCC1)c1ccccc1 (stereo unspecified)	nt	0%	-1%	nt	?	-19	nt
CCOC(=O)c1nnn(-c2nonc2N)c1COc1ccccc1	-2	-25%	-1%	-13	?	0	1%
CCNS(=O)(=O)c1ccc(-c2ccc(-n3cnnn3)cc2)cc1	-3	-10%	7%	-7	-9%	5	4%
COc1cc(CC(=O)NCc2ccc3c(c2)OCO3)cc(OC)c1OC	0	-16%	-2%	1	-6%	-25	10%
O=c1[nH]c2ccc(Cl)cc2c(O)c1Cc1ccccc1	-1	-19%	0%	25	8%	-22	8%
CC(C)CCN1C(Nc2ccccc2)=NC[C@@H]1Cc1ccccc1	-4	-29%	6%	-13	-11%	-13	3%
COc1cc(/C=C(\C#N)C(=O)NC2CCCCC2C)ccc1OS(=O)(=O)c1ccc(C)cc1 (stereo unspecified)	-7	-20%	1%	-9	8%	-35	-1%
Cc1ccc(NC2CCCN(C(=O)CCn3nccc3C)C2)cc1C (stereo unspecified)	13	77%[activator]	0%	33	1%	-9	nt
CCOC(=O)C1CCN(C(=O)COc2cccc3ccccc23)CC1	22*	59%	0%	35*	5%	-34	-2%
COCCCNC(=O)C[C@H]1C[C@H](C(=O)N(C(C)C)C(C)C)[C@@]2(C)c3[nH]c4cc(CCC(=O)N(C)C)ccc4c3CCN2C1=O	nt	146%[activator]	11%	nt	nt	-7	nt
C(=C/c1nccc2c1[nH]c1ccccc12)/c1ccc2c(c1)OCO2	37	-36%	20%	40*	-7%	18	-9%
O=C(COC(=O)CCc1nc2ccccc2n1-c1ccccc1)Nc1cccc(Cl)c1	-3	10%	2%	4	-7%	19	-5%
COc1ccc(CCC(=O)Nc2nc3c(s2)CN(C)CC3)cc1OC	-4	-1%	6%	-18	?	21	-6%
Cc1cccc(N(C(=O)c2csnn2)C(C(=O)NC(C)(C)C)c2ccncc2)c1 (stereo unspecified)	5	-6%	3%	-6	0%	34	2%
Cn1c(N)c(C(=O)COC(=O)C2CCCC2)c(=O)n(C)c1=O	-2	-18%	-2%	27	6%	36	7%
COc1ccc(CCNC(=O)CCS(=O)(=O)c2ccc3c(c2)CCN3C(C)=O)cc1OC	-3	-12%	-12%	-6	-4%	27	2%
O=C(Nc1nc(-c2ccccn2)cs1)c1ccc(S(=O)(=O)N2CCCCC2)cc1	-2	-8%	nt	-2	-6%	nt	-23%
CC(=O)Nc1ccc(NC(=O)CSc2nnc(NC(=O)C3CC(=O)N(c4ccc(F)cc4)C3)s2)cc1 (stereo unspecified)	-3	-2%	-5%	-1	-8%	28	nt
O=C(NCCN1CCOCC1)c1csc2c1CCCCC2	10	-24%	1%	18	?	15	1%
COc1cccc(NC(=O)COC(=O)C2=NN(c3ccccc3)C(=O)CC2)c1	nt	-6%	11%	nt	nt	-30	nt
CCn1nc(NC(=O)C2CCCO2)c2cc3cc(C)ccc3nc21 (stereo unspecified)	14	-11%[2.29 µM]	34%[activator]	31	-5%	109	-4%
CCOC(=O)/C=c1\s/c(=C\c2ccc(C#N)cc2)c(=O)n1CC(=O)Nc1cccc(C)c1C	-2	1%	6%	12	3%	nt	2%
Fc1ccccc1/C=N/n1cc(-c2ccccc2)[nH]c1=S	18*	-58%	55%[activator]	64*	3%	28	0%
CCOC(=O)c1nnc(-c2ccccc2)nc1NC	7	-6%	-8%	11	-4%	-20	-4%
O=C(O)c1cn(C2CC2)c2cc(N3CCN(S(=O)(=O)c4ccc5c(c4)OCCO5)CC3)c(F)cc2c1=O	-3	0%	-1%	3	-2%	?	1%

High-throughput results: PubChem, National Center for Advancing Translational Sciences (NCATS)
